# N370S GC mod: inhibitors or activators of N370S glucocerebrosidase for Gaucher disease. N370S GC spleen homogenate, 4MU-glucoside fluorescence. 330,000 compounds, 0.092% hits. Potency, µM (series often up to 59.4 µM), inactives show at the highest dose activity change, negative = inhibition, usual class: inhibitors;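 also: 0% = full enzyme activity and -100% = no enzyme basal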
# GCN5L2 inh: inhibitors of human GCN5L2 histone acetyltransferase. Potency, µM (titrated, usually from 58.9 µM), without a hit: at the top dose activity change, negative = inhibition, usual class: inhibitors. Q92830. 390,000 compounds, 0.21% hits. GCN5L2 HAT assay, ThioGlo1 CoA-SH fluorescence. AID 504327
# Target sequence (Q92830 whole entry, looked up): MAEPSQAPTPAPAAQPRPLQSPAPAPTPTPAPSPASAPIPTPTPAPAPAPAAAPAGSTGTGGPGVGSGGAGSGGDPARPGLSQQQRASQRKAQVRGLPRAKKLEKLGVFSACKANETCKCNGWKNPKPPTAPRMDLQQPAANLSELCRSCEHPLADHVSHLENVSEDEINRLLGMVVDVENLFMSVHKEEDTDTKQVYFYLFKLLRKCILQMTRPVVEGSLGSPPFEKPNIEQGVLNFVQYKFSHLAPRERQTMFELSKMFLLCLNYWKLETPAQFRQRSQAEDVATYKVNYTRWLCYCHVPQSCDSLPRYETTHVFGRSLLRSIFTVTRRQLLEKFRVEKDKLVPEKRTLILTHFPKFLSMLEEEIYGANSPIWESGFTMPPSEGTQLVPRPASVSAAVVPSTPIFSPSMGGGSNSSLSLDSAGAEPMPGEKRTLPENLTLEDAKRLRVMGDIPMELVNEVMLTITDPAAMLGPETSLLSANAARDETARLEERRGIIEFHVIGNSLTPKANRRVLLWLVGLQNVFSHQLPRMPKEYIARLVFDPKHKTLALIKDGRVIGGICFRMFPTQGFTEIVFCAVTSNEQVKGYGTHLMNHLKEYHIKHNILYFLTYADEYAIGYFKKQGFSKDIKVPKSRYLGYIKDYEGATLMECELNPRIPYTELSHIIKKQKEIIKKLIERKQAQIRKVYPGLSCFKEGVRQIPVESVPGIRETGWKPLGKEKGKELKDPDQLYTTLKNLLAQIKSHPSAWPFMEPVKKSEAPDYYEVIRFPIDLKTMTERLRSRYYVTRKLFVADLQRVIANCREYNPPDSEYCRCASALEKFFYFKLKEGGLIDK
#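 Free CoA generated was detected with ThioGlo1 (50uM) fluorescence at Ex340nm/Em540nm, read immediately and after 20 min at room temperature. Enzyme, 20 nM in HEPES pH 7.5 buffer, saw compounds 15 min before adding 75uM H3(1-25) peptide and 70uM acetyl-CoA.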
# FEN1 inh: human FEN1 inhibition | 390,000 compounds, 0.35% hits | Recombinant FEN1 flap cleavage, fluorescence, 15 min | P39748 | Potency, µM (series often up to 114 µM), without a hit: top-dose activity change, negative = inhibition, most hits filed as inhibitors | AID 588795; also: nearly all actives have a fitted effect of over 65% in size
#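 Read-out was taken twice, immediately and after 15 min, following addition of 50 nM substrate to 10 nM FEN1 that had sat with test compound for 15 min at room temperature. Curves came from a four-parameter Hill model.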
# * marks the source's active call; other numbers are inactive results; u = inconclusive; x = no result given; [ ] = remark or other dose. Calls follow the shape of the dose curve; as a rule, active = well fitted curve in the direction sought with a large enough effect; inconclusive = small, poorly fitted or top-dose-only effect, or another doubt; inactive = no such curve, though single readings can be large; an effect the other way counts as inactive or inconclusive. Unless noted, % is scaled to controls: 0 for no effect and ±100 for the full control effect; potency is read from the fitted curve at half-maximal effect.
SMILES,N370S GC mod,GCN5L2 inh,FEN1 inh
Cc1ncc(C[n+]2csc(C)c2C)c(N)n1,-1%,-11%,1%
COc1cc(/C=N/n2cc(-c3ccccc3)[nH]c2=S)cc(OC)c1O,-3%,-6%,-13%
COc1ccccc1NC(=O)c1ccccc1SC,3%,u,-6%
Clc1cccc(-c2ccc(-c3nc4ccccn4c3NCc3ccccc3)cc2)c1,x,-14%,-1%
O=C(c1ccc2[nH]c(=O)c(=O)[nH]c2c1)N1CCN(Cc2ccccc2)CC1,2%,-8%,-10%
N#Cc1ccc(-c2csc(NNC(=O)c3ccc(Br)cc3)n2)cc1,1%,-8%,5%
CCNC(=S)N(Cc1cc2cc(C)cc(C)c2[nH]c1=O)C1CCCC1,-5%,8%,2%
COc1ccc(OC)c(NC(=O)CSc2nc(=O)n(CCN(C)C)c3c2CCC3)c1,x,-12%,5%
CCOc1ccc(C2C(C(=O)OC)=CN(C(C)c3ccccc3)C=C2C(=O)OC)cc1 (stereo not drawn),u,-10%,7%
COc1ccc(N(Cc2cc3ccccc3[nH]c2=O)C(=O)c2cccc(Cl)c2)cc1,x,2%,5%
CCOc1ccc(NC(=O)CSc2nnc(-c3ccncc3)n2-c2ccccc2)cc1,x,-5%,16%
CN(C)N=Nc1ccc(-c2cn(Cc3ccccc3)cn2)cc1,-26%,-13%,-5%
CCOc1ccc(-c2nonc2NC(=O)c2oc3ccc(C)cc3c2C)cc1OCC,x,-1%,-3%
O=C(c1ccco1)n1nc(-c2ccccc2)nc1NCc1ccco1,9%,-14%,-15%
CCC1CCCCN1CCCNC(=O)CN1C(=O)COc2ccc(S(=O)(=O)N3CCC(C)CC3)cc21 (stereo not drawn),-2%,-10%,19%
C=CC(=O)Nc1ccc(Br)cc1,5%,0%,-2%
O=c1c(O[C@@H]2O[C@H](CO)[C@H](O)[C@H](O)[C@H]2O)c(-c2ccc(O)c(O)c2)oc2cc(O)cc(O)c12,u,-6%,x
C1CCc2nnc(C3CC3)n2CC1,7%,-20%,-10%
Cc1cc(N2CCN(c3ccccc3)CC2)nc(-c2ccccc2)n1,u,-8%,-8%
O=C(Nc1cccc(-c2cccc(F)c2)c1)C1CCN(Cc2ccc(CO)o2)CC1,u,-4%,0%
O=C(CN1C(=O)NC2(CCCCCC2)C1=O)Nc1ccc(Br)cc1Br,x,-6%,-16%
Cc1cc(C)c(C#N)c(=N)o1,9%,-6%,2%
CCOc1ccc2c(c1)S/C(=C\c1cccs1)C(=O)N2,2%,0%,4%
O=C(CCc1ccccc1)Nc1ccccc1[N+](=O)[O-],2%,-1%,2%
Cc1ccc(-c2csc(NC(=O)COc3ccc(N(C)S(=O)(=O)c4ccc(C)cc4)cc3)n2)cc1,-3%,-13%,6%

# 22 of the compounds above, with tabs.
mol	N370S GC mod	GCN5L2 inh	FEN1 inh
Clc1cccc(-c2ccc(-c3nc4ccccn4c3NCc3ccccc3)cc2)c1	x	-14%	-1%
O=C(c1ccc2[nH]c(=O)c(=O)[nH]c2c1)N1CCN(Cc2ccccc2)CC1	2%	-8%	-10%
N#Cc1ccc(-c2csc(NNC(=O)c3ccc(Br)cc3)n2)cc1	1%	-8%	5%
CCNC(=S)N(Cc1cc2cc(C)cc(C)c2[nH]c1=O)C1CCCC1	-5%	8%	2%
COc1ccc(OC)c(NC(=O)CSc2nc(=O)n(CCN(C)C)c3c2CCC3)c1	x	-12%	5%
CCOc1ccc(C2C(C(=O)OC)=CN(C(C)c3ccccc3)C=C2C(=O)OC)cc1 (stereo not drawn)	u	-10%	7%
COc1ccc(N(Cc2cc3ccccc3[nH]c2=O)C(=O)c2cccc(Cl)c2)cc1	x	2%	5%
CCOc1ccc(NC(=O)CSc2nnc(-c3ccncc3)n2-c2ccccc2)cc1	x	-5%	16%
CN(C)N=Nc1ccc(-c2cn(Cc3ccccc3)cn2)cc1	-26%	-13%	-5%
CCOc1ccc(-c2nonc2NC(=O)c2oc3ccc(C)cc3c2C)cc1OCC	x	-1%	-3%
O=C(c1ccco1)n1nc(-c2ccccc2)nc1NCc1ccco1	9%	-14%	-15%
CCC1CCCCN1CCCNC(=O)CN1C(=O)COc2ccc(S(=O)(=O)N3CCC(C)CC3)cc21 (stereo not drawn)	-2%	-10%	19%
C=CC(=O)Nc1ccc(Br)cc1	5%	0%	-2%
O=c1c(O[C@@H]2O[C@H](CO)[C@H](O)[C@H](O)[C@H]2O)c(-c2ccc(O)c(O)c2)oc2cc(O)cc(O)c12	u	-6%	x
C1CCc2nnc(C3CC3)n2CC1	7%	-20%	-10%
Cc1cc(N2CCN(c3ccccc3)CC2)nc(-c2ccccc2)n1	u	-8%	-8%
O=C(Nc1cccc(-c2cccc(F)c2)c1)C1CCN(Cc2ccc(CO)o2)CC1	u	-4%	0%
O=C(CN1C(=O)NC2(CCCCCC2)C1=O)Nc1ccc(Br)cc1Br	x	-6%	-16%
Cc1cc(C)c(C#N)c(=N)o1	9%	-6%	2%
CCOc1ccc2c(c1)S/C(=C\c1cccs1)C(=O)N2	2%	0%	4%
O=C(CCc1ccccc1)Nc1ccccc1[N+](=O)[O-]	2%	-1%	2%
Cc1ccc(-c2csc(NC(=O)COc3ccc(N(C)S(=O)(=O)c4ccc(C)cc4)cc3)n2)cc1	-3%	-13%	6%

# New compounds follow.
SMILES,N370S GC mod,GCN5L2 inh,FEN1 inh
NCCCCC(NC(=O)C1CCCN1C(=O)C1CSSCC(N)C(=O)NC(Cc2ccc(O)cc2)C(=O)NC(Cc2ccccc2)C(=O)NC(CCC(N)=O)C(=O)NC(CC(N)=O)C(=O)N1)C(=O)NCC(N)=O (stereo not drawn),25%,2%,x
Cc1ccc(C2=NS(=O)(=O)N(C)C(C(=O)N(C)C3CCCCC3)=C2)cc1,1%,-1%,7%
Cc1ccc(SCCC(=O)NC(C(C)C)C(C)C)cc1,-4%,-2%,-2%
CCCn1c(CCC(=O)Nc2cc(Cl)c(OC)cc2OC)nc2cccnc21,x,3%,14%
O=C(Nc1nnc(C2=COCCO2)o1)c1ccc(Cl)cc1,6%,-2%,8%
Cc1cc(C(=O)O)ccc1N/C=C1\CCCC(C)C1=O (stereo not drawn),3%,-7%,3%
CCOc1ccccc1/C=N\Nc1cnn(Cc2ccccc2)c(=O)c1Cl,12%,-14%,7%
CC(C)(C)OC(=O)C[C@@H]1C/C=C\C[C@H](CC(=O)NCCO)C(=O)N[C@@H](Cc2ccccc2)COC1=O,x,-1%,-13%
COc1cc(NS(=O)(=O)c2ccc(NC(=O)CSC3=NCCS3)cc2)nc(OC)n1,-2%,-5%,x
C=CCn1c(=O)c2ccccc2n2c(SCc3nc4ccccc4s3)nnc12,-2%,-3%,-19%
Cc1ccccc1CN(C)Cc1cc(=O)oc2c(C)c(C)ccc12,u,-8%,-2%
COc1ccc(N2CCN(C(=O)c3ccc(NC(=O)c4nsc5ccccc45)cc3)CC2)cc1,x,-16%,11%
CCN(CC)C(=O)CN1CCC(c2nc3cc(C)c(C)cc3[nH]2)CC1,-1%,-6%,1%
COc1ccc(NC(=O)C2CCCN2C(=O)NC2CCCCC2)cc1 (stereo not drawn),-9%,-3%,5%
O=C(Nc1ccccc1)N1CCCC2(CCNCC2)C1,1%,11%,x
COc1ccc(-n2c(SC)nc(O)cc2=O)cc1,19%[2.35 µM],0%,5%
Cc1cc(C)c2nc(Cl)c(Cl)nc2c1,1%,-3%,6%
COC(=O)c1sccc1S(=O)(=O)N(CC(=O)Nc1ccc(C)c(F)c1)c1ccc(C)c(C)c1,x,-13%,-1%
Cc1ccccc1C(=O)NC1CCSC1=O (stereo not drawn),-3%,1%,2%
CNC(=O)Cn1c(=O)n(C)c2ccccc21,5%,u,-13%
CCOc1ccc(NS(=O)(=O)c2ccc3[nH]cc(C(=O)NCc4ccco4)c(=O)c3c2)cc1,x,-1%,-5%
Cc1cc(C)c(S(=O)(=O)Nc2c(C)n(C)n(-c3ccccc3)c2=O)cc1[N+](=O)[O-],-7%,2%,17%
CCOC(=O)Nc1ccc(C)cc1C,3%,-7%,-7%
COc1ccccc1CNc1cc(C)ccn1,1%,0%,-12%
CCCn1nc(C(=O)NNC(=O)c2cccc(C)c2)c2ccccc2c1=O,x,-4%,8%

# Next section.
SMILES,N370S GC mod,GCN5L2 inh,FEN1 inh
COc1ccc(/C=C2\C(=O)NCC(=O)N2Cc2ccccc2)cc1,11%,-5%,4%
O=C(Nc1nccs1)NC1CCCCC1,4%,-2%,-5%
O=C(NCCc1ccccc1)C1CCN(c2ncccn2)CC1,5%,11%,14%
CC(C)=CCc1c(C)nc2ccccc2c1C(=O)O,2%,-2%,-6%
O=c1c(-c2ccc3c(c2)OCCO3)coc2c(CN3CCOCC3)c(O)ccc12,1%,-8%,4%
Cc1cccc(N2C(=O)C(CC(=O)Nc3ccc(Cl)cc3)N(Cc3ccco3)C2=O)c1 (stereo not drawn),x,-1%,3%
Cc1scc(C(=O)N/N=C/c2ccco2)c1C,4%,0%,-5%
Cc1cccn2c(=O)c3cc(C(=O)Nc4ccc(Cl)c(Cl)c4)sc3nc12,x,-3%,-16%
Cc1ccc(SCc2noc(C(=O)NC(C)C)c2C(=O)O)cc1C,12%,-9%,14%
COCCn1c(CN2CCN(C(=O)c3ccco3)CC2)nc2c1c(=O)n(C)c(=O)n2C,-13%,0%,18%
CC(C)C[C@H](NC(=O)C1OC1C(=O)O)C(=O)NCCCCN=C(N)N (stereo partly drawn),1%,-2%,x
CC(C)[C@H](NC(=O)N1CCn2c1nc1ccccc12)C(=O)NCc1ccccc1Cl,0%,-9%,-15%
CCC(CC)C(=O)NCCc1cc2ccc(C)cc2[nH]c1=O,-5%,-7%,-6%
Cc1ccc(OCCN2C(=O)c3ccccc3C2=O)c([N+](=O)[O-])c1,6%,-4%,-6%
Cc1nnc(SCC(=O)N2CCCCC2)s1,2%,1%,-6%
O=C(CCC1CCCN(Cc2cccc3c2OCO3)C1)NCc1ccc(F)c(F)c1 (stereo not drawn),-29%,-13%,1%
COc1cccc([C@@H]2CC=C(C(=O)O)[C@H](c3ccccc3F)N2S(=O)(=O)c2ccc(C)cc2)c1,-5%,0%,-9%
O=C(COC(=O)C1CC1)Nc1ccc(Cl)cc1Cl,x,0%,0%
COCCNC(=S)N/N=C(\C)c1ccc(O)cc1,-3%,-25%,11%
CCc1nnc(NC(=O)CSc2nnc(CNc3ccc(C)cc3)n2C)s1,2%,3%,-13%
Clc1cccc(-c2ccc(CNCCCN3CCOCC3)o2)c1,-5%,-4%,1%
O=c1c2ccccc2nc(SCc2ccc([N+](=O)[O-])cc2)n1CCCO,12%,1%,-4%
CN(C)c1ccc(-c2nnc3n(Cc4ccccc4)c(=O)c4ccccc4n23)cc1,x,0%,0%
O=C(c1cccnc1)N1c2ccccc2Sc2ccccc21,-2%,-1%,-2%
Cc1ccc(S(=O)(=O)N(C)C)cc1NC(=O)COC(=O)C1COc2ccccc2O1 (stereo not drawn),-2%,3%,-3%

# Other entries.
SMILES,N370S GC mod,GCN5L2 inh,FEN1 inh
O=C(N/N=C/c1cccc(Br)c1)c1ccc(N2CCCC2=O)cc1,-16%,-9%,u
Cc1ccc2oc(=O)c(S(=O)(=O)c3ccc(C(C)(C)C)cc3)cc2c1,x,-4%,17%
CN(Cc1cc2ccccc2[nH]c1=O)S(C)(=O)=O,1%,0%,0%
COc1cc(C2c3c(-c4cc(C)ccc4O)n[nH]c3C(=O)N2Cc2cccnc2)cc(OC)c1OC (stereo not drawn),x,-7%,-2%
O=C(c1cc(-c2ccccc2)on1)N1CCCCCC1,-1%,-1%,0%
CN(C(=O)c1ccc2c(c1)OCO2)C1(C)CCS(=O)(=O)C1 (stereo not drawn),2%,-20%,2%
COc1ccc2nc(N(Cc3cccnc3)C(=O)CCc3ccccc3)sc2c1,x,-4%,-1%
CC(=O)N/C(=C\c1ccccc1)C(=O)OC(C)C(=O)Nc1ccccc1F (stereo not drawn),x,-21%,-1%
Cn1c(SCC(=O)N2CCc3ccccc32)nnc1C1CC1,3%,0%,-1%
CC(C)c1ccc(S(=O)(=O)c2nnn3c2nc(NCc2cccs2)c2sccc23)cc1,x,-2%,14%
CCn1c(CN2CCCCC2)nc2cc(NC(=O)c3cccc([N+](=O)[O-])c3)ccc21,x,-3%,-12%
Cc1nnc(CN(C)C(=O)c2cc(COc3ccc(F)cc3Cl)on2)o1,6%,-1%,1%
Cc1cc(C)c(Cn2c(C)c(CNCCCc3ccccc3)c(C(=O)O)c2C)c(C)c1,x,0%,5%
O=C(NC1CCCc2ccccc21)c1ccccc1 (stereo not drawn),4%,-1%,-26%
CC1Sc2ccc(S(=O)(=O)N3CCC(C(=O)N4CCN(C)CC4)CC3)cc2NC1=O (stereo not drawn),6%,-6%,17%
COCCNC(=O)COC(=O)c1nsc(Cl)c1Cl,13%,-5%,1%
Cc1ccc(C(=O)Nc2ccccc2SCC2CSc3nc4ccccc4c(=O)n32)cc1 (stereo not drawn),-2%,0%,-7%
CN(C)c1cc2c(Nc3ccc4c(cnn4Cc4ccccc4)c3)ncnc2cn1,-7%,-25%,x
Cc1ccc(S(=O)(=O)NCc2ccccc2)cc1C(=O)N1CCN(S(=O)(=O)c2ccccc2)CC1,-3%,-13%,-5%
